Bioassay records from PubChem BioAssay.
NALP1 yeast inh = blocks the NALP1 inflammasome reconstituted in yeast; hit rate 0.61% among 280,000; AID 2071; inhibition, % at 10 µM; S. cerevisiae NALP1/ASC/caspase-1 growth, X-gal OD620, 72 h; in the data active = inhibition mostly above about 24%, no sharp cut-off; inactive = mostly below about 32%; also: some compounds called inactive have numbers as strong as hits
MEKK3 PB1 HTS = MEKK3-MEK5 PB1 interaction, increase or decrease | AID 1529 | binding response (% of control), % at 10 µM | bead-based flow cytometry, Alexa488-MEK5 binding to MEKK3; actives lie on both sides; 0 = blocked by unlabeled MEK5, 100 = vehicle | hit rate 1.4% among 290,000;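 active = binding response more than 3 SD above or below the average of its plate-row segment, actives on both sides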;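 also: Alexa488 bead fluorescence after subtracting the streptavidin-only scavenger bead signal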
M18AAP inhibitor = blocks P. falciparum M18 aspartyl aminopeptidase; AID 1822; recombinant PfM18AAP, H-Glu-NHMec fluorogenic cleavage; inhibition, % at 7.35 µM; hit rate 1.2% among 290,000;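 active = inhibition above the campaign mean inhibition over all tested compounds plus 3 SD, cut at about 28% in these data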;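 also: 0% = plate median of test compound wells and 100% = 2 mM ZnCl2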
MEKK2 mut-MEK5 = signal of MEK5 binding to mutant human MEKK2 PB1 domain; bead flow cytometry, Alexa488-MEK5 binding to MEKK2 mutant; percent response, % at 10 µM; hit rate 0.35% among 290,000; AID 1530; in the data active = percent response above about 24%, passing the limit was not always enough; also: inactives centre near 1; some results filed as inactive read as strong as hits; reference of the scale not given here
GPR7 antagonist = antagonists of human GPR7 (neuropeptides B/W receptor 1). inhibition, % at 4.4 µM. hit rate 1.1% among 290,000. GPR7-expressing cells, fluorescence antagonist assay; in the data active = inhibition above about 16%, passing the limit was not always enough;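 also: cells stimulated with the agonist NPW; 0% = agonist with vehicle and 100% = vehicle without agonist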
MEKK2wt PB1 HTS = raises or lowers MEK5 binding to wildtype human MEKK2 PB1 domain | hit rate 1.1% among 290,000 | binding response (% of control), % at 10 µM | bead flow cytometry, Alexa488-MEK5 binding to MEKK2 WT; actives lie on both sides | Q9Y2U5 | AID 1531; in the data active = binding response below about 67% or above about 130%
DNA FID counter = fluorescent intercalator displacement, NS3 helicase counter-screen; AID 1845; DNA fluorescent intercalator displacement, fluorescence; hit rate 0.17% among 290,000; inhibition, % at 7.9 µM; in the data active = inhibition above about 37%;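 also: 0% = vehicle and 100% = reference compound; higher means more ethidium bromide displaced from hairpin DNA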
OXTR ag = human OXTR agonism; AID 2435; P30559; CHO-OTR cells, Fluo-8 calcium fluorescence; normalized: DMSO 0%, oxytocin 100%; activation, % at 3 µM; hit rate 0.32% among 320,000;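 active = activation above the mean of all tested compounds plus 3 SD, cutoff set per screening run, cut at about 20% in these data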;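 also: peak over basal fluorescence ratio from a 100 s FLIPR kinetic read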
PHOSPHO1 block = blocks human PHOSPHO1 phosphatase activity. recombinant PHOSPHO1, absorbance phosphatase assay. inhibition, % at 13.3 µM. hit rate 1.1% among 290,000; in the data active = inhibition above about 60%
* marks the source's active call; other numbers are inactive results.

SMILES | NALP1 yeast inh | MEKK3 PB1 HTS | M18AAP inhibitor | MEKK2 mut-MEK5 | GPR7 antagonist | MEKK2wt PB1 HTS | DNA FID counter | OXTR ag | PHOSPHO1 block
CCOc1ccc(NC(=O)N(CC(C)C)CC(C)C)cc1 | 8.5 | 99.0 | -2.4 | -4.0 | 7.8 | 95.0 | -18.7 | -1.9 | 6.3
Cc1ccc(CNC(=O)CSc2ncn[nH]2)cc1 | 14.2 | 102.0 | 6.5 | -2.0 | 2.9 | 98.0 | 1.7 | 0.7 | 15.1
Nc1nonc1-n1nnc(C(=O)N/N=C\c2cccc(Cl)c2)c1CN1CCOCC1 | 16.6 | 100.0 | -9.6 | 0.0 | -4.4 | 97.0 | -31.5 | 0.4 | 24.0
COc1cccc(C(=O)CSc2nc3ccccc3n2CC(=O)N(C(C)C)C(C)C)c1 | -6.3 | 98.0 | -6.1 | 3.0 | -4.4 | 108.0 | -2.9 | -1.7 | -0.8
CCOc1cc(S(=O)(=O)N2CC=C(c3ccc(F)cc3)CC2)c(OCC)cc1-n1cnnn1 | 14.8 | 97.0 | -3.0 | -5.0 | -2.4 | 97.0 | -4.0 | 0.2 | 15.4

Sorted by the number under MEKK3 PB1 HTS (smallest number first): three from the list above
Molecule	NALP1 yeast inh	MEKK3 PB1 HTS	M18AAP inhibitor	MEKK2 mut-MEK5	GPR7 antagonist	MEKK2wt PB1 HTS	PHOSPHO1 block
COc1cccc(C(=O)CSc2nc3ccccc3n2CC(=O)N(C(C)C)C(C)C)c1	-6.3	98.0	-6.1	3.0	-4.4	108.0	-0.8
Nc1nonc1-n1nnc(C(=O)N/N=C\c2cccc(Cl)c2)c1CN1CCOCC1	16.6	100.0	-9.6	0.0	-4.4	97.0	24.0
Cc1ccc(CNC(=O)CSc2ncn[nH]2)cc1	14.2	102.0	6.5	-2.0	2.9	98.0	15.1

Two records picked at random from those above, as already listed:
SMILES | NALP1 yeast inh | MEKK3 PB1 HTS | M18AAP inhibitor | MEKK2 mut-MEK5 | GPR7 antagonist | MEKK2wt PB1 HTS | DNA FID counter | OXTR ag | PHOSPHO1 block
CCOc1cc(S(=O)(=O)N2CC=C(c3ccc(F)cc3)CC2)c(OCC)cc1-n1cnnn1 | 14.8 | 97.0 | -3.0 | -5.0 | -2.4 | 97.0 | -4.0 | 0.2 | 15.4
Nc1nonc1-n1nnc(C(=O)N/N=C\c2cccc(Cl)c2)c1CN1CCOCC1 | 16.6 | 100.0 | -9.6 | 0.0 | -4.4 | 97.0 | -31.5 | 0.4 | 24.0
